# Screens: PubChem, National Center for Advancing Translational Sciences (NCATS)
# HP1b chromo inh: HP1-beta chromodomain-methylated histone interaction inhibition. P83916. AlphaScreen HP1-beta / biotin-H3K9me3 peptide binding. Potency, µM (doses to about 114 µM), inactives show top-dose activity change, negative = inhibition, most hits filed as inhibitors. hit rate 0.56% among 390,000. AID 540317; note: potency is the fitted concentration of half-maximal effect; nearly all actives have a fitted effect of over 70% in size; inactives centre near 23
# Target sequence (P83916 whole entry, looked up): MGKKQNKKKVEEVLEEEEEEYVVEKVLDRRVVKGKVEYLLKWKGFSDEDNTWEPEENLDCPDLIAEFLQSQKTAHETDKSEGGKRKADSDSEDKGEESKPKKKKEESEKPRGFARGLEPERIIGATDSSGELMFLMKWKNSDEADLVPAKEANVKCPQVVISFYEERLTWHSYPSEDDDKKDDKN
#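 HP1-beta protein (50 nM final) preincubated 30 min at room temperature with biotinylated H3(1-18)K9me3 peptide (50 nM) in PBS pH 7.4, 0.01% Tween-20, then compound added for 30 min. AlphaScreen streptavidin donor/nickel chelate acceptor beads (10 ug/mL final), 30 min dark, luminescence read.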
# IDH1 R132H inh: inhibitors of human mutant IDH1 R132H. IDH1-R132H enzyme, NADPH consumption, diaphorase/resazurin fluorescence. O75874. Potency, µM (series often up to 76.6 µM), without a hit: top-dose activity change, negative = inhibition, usual class: inhibitors. hit rate 0.093% among 390,000; note: potency is the fitted concentration of half-maximal effect; % is set by controls: 0 for no effect and ±100 for the full control effect; nearly all actives have a fitted effect of over 65% in size
#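 IDH1-R132H (0.5 ug/mL dispensed) in pH 7.5 Tris buffer was preincubated 30 min with compound, then given a substrate mix of 0.016 mM NADPH and 2 mM alpha-KG for 80 min at room temperature; remaining NADPH was read by diaphorase/resazurin fluorescence.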
# PGK inhibitor: inhibitors of T. brucei phosphoglycerate kinase; Potency, µM (top dose mostly 57.5 µM), without a hit: at the top dose activity change, negative = inhibition, most hits filed as inhibitors; AID 602233; hit rate 0.043% among 380,000; PGK/GAPDH coupled, Kinase-Glo luminescence, 60 min; P07378; note: potency is the fitted concentration of half-maximal effect; % is set by controls: 0 for no effect and ±100 for the full control effect; nearly all actives have a fitted effect of over 60% in size
# Target sequence (P07378 whole entry, looked up): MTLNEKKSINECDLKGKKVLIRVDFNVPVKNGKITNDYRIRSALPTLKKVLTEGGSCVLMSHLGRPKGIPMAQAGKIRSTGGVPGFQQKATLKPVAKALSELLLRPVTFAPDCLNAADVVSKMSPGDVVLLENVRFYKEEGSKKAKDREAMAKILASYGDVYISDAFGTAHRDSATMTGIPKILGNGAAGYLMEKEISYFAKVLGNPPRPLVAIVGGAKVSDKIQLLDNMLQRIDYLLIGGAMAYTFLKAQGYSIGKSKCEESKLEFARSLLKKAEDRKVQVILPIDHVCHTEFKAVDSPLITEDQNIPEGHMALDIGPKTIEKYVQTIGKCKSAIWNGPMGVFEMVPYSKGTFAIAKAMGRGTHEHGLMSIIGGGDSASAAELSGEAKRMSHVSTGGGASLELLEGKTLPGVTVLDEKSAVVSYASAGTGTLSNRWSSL
#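 Recombinant glycosomal PGK reaction used 1,3-bisphosphoglycerate generated in-well by GAPDH (100nM final) in 100mM TEA pH 7.6, 5mM MgCl2, 0.01% Tween-20. After 60 minutes at room temperature, ATP was read by Kinase-Glo Plus luminescence end-point.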
# USP1 inh: blocks the human USP1/UAF1 deubiquitinase complex | Potency, µM (highest dose often 57.1 µM), without a hit: at the top dose activity change, negative = inhibition, most hits filed as inhibitors | AID 743255 | hit rate 0.23% among 390,000 | recombinant USP1/UAF1, Ub-Rhodamine cleavage fluorescence; note: potency is the fitted concentration of half-maximal effect; % is set by controls: 0 for no effect and ±100 for the full control effect; nearly all actives have a fitted effect of over 60% in size; inactives centre near -12
#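 USP1/UAF1 complex at 1 nM was preincubated with compound for 15 min at room temperature, then Ub-Rho substrate (150nM final) was added. Fluorescence (480/540 nm) was read kinetically, 6 reads every 60 seconds.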
# Pin1 inh: human Pin1 inhibition; Pin1 FP peptide displacement, HiFluor488, 10 min; AID 504891; Potency, µM (series often up to 115 µM), without a hit: at the top dose activity, negative = inhibition, most hits filed as inhibitors; hit rate 0.009% among 390,000; Q13526; active = well fitted inhibition curve with a large enough effect in the polarisation, with a control signal flat, not every such curve was filed as active; inconclusive = small, poorly fitted or top-dose-only effect, or effect the other way, or a change in a side signal; inactive = no such curve, though single readings can be large or run the other way; the % refers to the polarisation; note: potency is the fitted concentration of half-maximal effect; % is set by controls: 0 for no effect and ±100 for the full control effect
# GLS inh: glutaminase GLS (human) inhibition; O94925; GLS enzymatic activity, qHTS titration; Potency, µM (titrated, usually from 45.5 µM), without a hit: top-dose activity change, negative = inhibition, hits mostly inhibitors; hit rate 0.21% among 410,000; AID 624170; note: potency is the fitted concentration of half-maximal effect; % is set by controls: 0 for no effect and ±100 for the full control effect
#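 Enzyme dispensed in phosphate buffer (45 mM, pH 8.2, 0.02% Tween-20), compounds pinned in, then 1 mM L-glutamine solution and the glutamate oxidase–HRP–Amplex Red mix added; fluorescence read immediately and again after 30 min at room temperature.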
# PI4K2A inh: blocks human PI4K2A kinase activity | hit rate 0.13% among 420,000 | Q9BTU6 | AID 1346378 | activity change, negative = inhibition, % at 76.9 µM | purified PI4K2A, ADP-Glo luminescence, 1 h; active compounds read low; in the data active = activity change below about -50%; inconclusive = mostly about -30% to -49%;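 note: -100% = wells without enzyme as full effect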
#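 Compounds are screened against recombinant PI4K2A using PI as substrate and ATP, the latter dispensed at 300 microM. Reactions run one hour at ambient temperature before ADP-Glo detection; full inhibition defined by wells lacking enzyme.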
# TrxR1 inh: blocks rat thioredoxin reductase 1 | O89049 | recombinant rTrxR1, NADPH fluorescence consumption, selenite substrate | Potency, µM (top dose mostly 114 µM), without a hit: at the highest dose activity change, negative = inhibition, hits mostly inhibitors | hit rate 1% among 390,000 | AID 588453; note: potency is the fitted concentration of half-maximal effect; % is set by controls: 0 for no effect and ±100 for the full control effect; nearly all actives have a fitted effect of over 65% in size
# Target sequence (O89049 whole entry, looked up): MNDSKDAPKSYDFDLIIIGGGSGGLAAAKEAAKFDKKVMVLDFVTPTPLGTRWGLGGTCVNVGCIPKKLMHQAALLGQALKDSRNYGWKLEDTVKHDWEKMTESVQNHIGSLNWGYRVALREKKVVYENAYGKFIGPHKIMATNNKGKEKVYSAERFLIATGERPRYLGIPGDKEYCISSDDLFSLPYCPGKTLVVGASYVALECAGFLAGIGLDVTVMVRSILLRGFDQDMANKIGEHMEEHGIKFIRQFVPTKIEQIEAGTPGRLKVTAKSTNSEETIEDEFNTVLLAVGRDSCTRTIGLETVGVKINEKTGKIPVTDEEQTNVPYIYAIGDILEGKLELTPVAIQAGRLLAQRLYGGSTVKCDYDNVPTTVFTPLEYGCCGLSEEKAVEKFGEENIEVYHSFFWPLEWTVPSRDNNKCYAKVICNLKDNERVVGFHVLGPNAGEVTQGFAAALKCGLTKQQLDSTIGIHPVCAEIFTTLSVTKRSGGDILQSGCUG
#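 Rat TrxR1 (90 nM in the dispensed reagent) was pre-reduced with 400 uM NADPH for 5 min at room temperature, then incubated with compound for 15 min. After 400 uM selenite was added, NADPH fluorescence (Ex 340/Em 450 nm) was followed for 8 min.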
# TrxR1 substrate: substrates of rat thioredoxin reductase 1; hit rate 0.01% among 390,000; Potency, µM (highest dose often 114 µM), inactives show at the top dose activity change, negative = substrate turnover; O89049; AID 588456; purified TrxR1 substrate turnover, NADPH consumption readout; note: potency is the fitted concentration of half-maximal effect; % is set by controls: 0 for no effect and ±100 for the full control effect; nearly all actives have a fitted effect of over 50% in size
#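 Rat TrxR1, dispensed at 90 nM, was prereduced with 400 uM NADPH (final) for 5 min at ~22 deg C, then incubated with compound 15 min before 400 uM selenite. A first-read NADPH fluorescence drop versus no-compound background flagged substrates.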
# Numbers without * were called inactive; i = inactive; ? = inconclusive; [ ] = another dose, or the depositor's remark. Unless noted, calls come from the whole dose curve; as a rule, active = well fitted curve in the direction sought with a large enough effect; inconclusive = small, poorly fitted or top-dose-only effect, or another doubt; inactive = no such curve, though single readings can be large; an effect the other way counts as inactive or inconclusive. An excerpt, so the mix of outcomes need not match the whole.
SMILES,HP1b chromo inh,IDH1 R132H inh,PGK inhibitor,USP1 inh,Pin1 inh,GLS inh,PI4K2A inh,TrxR1 inh,TrxR1 substrate
CC(=O)NC1=NC(=O)C(C)S1 (centres undefined),25%,3%,6%,4%,-10%,20%,9,16%,4%[57.1 µM]
CCOC(=O)c1c(NC(=O)CCl)sc(C(=O)N(CC)CC)c1C,46%[activator],8%,1%,-24%,-6%,5%,2,32µM*,5%
O=C(CNc1cccc(S(=O)(=O)N2CCCC2)c1)Nc1cccc(F)c1,-2%,4%,-1%,-6%,1%,1%,3,-7%,-10%
CCCCCc1ccc(-c2ccc(Br)cc2)nc1,235%[activator],-12%,i,-22%,8%,-6%,1,2%,-6%
C=CC(=O)NCC1OCCc2ccccc21 (centres undefined),8%,10%,-2%,-5%,1%,0%,-2,27%[57.1 µM],-19%[57.1 µM]
Cc1cccc(C(=O)NNC(=O)CSc2nnc(C3CC3)n2C)c1,11%,-2%,0%,0%,3%,34%[activator],-3,14%,-4%
CC(C)c1ccc(-c2csc3nc[nH]c(=O)c23)cc1,11%,-1%,i,-11%,3%,-29%,5,14%,-7%
CCCN(CC(=O)Nc1ccccc1C)C(=O)c1ccc(S(=O)(=O)N2CCCCCC2)cc1,21%,3%,-7%,-22%,-6%,8%,-1,-4%,-6%
Cc1cc(F)ccc1S(=O)(=O)Nc1ccccc1C(=O)NCc1ccccn1,29%,6%,-2%,-17%,-11%,-11%,0,23%[57.1 µM],5%[57.1 µM]
Cc1cc(C)c(C(=O)CC2(O)C(=O)Nc3ccccc32)cc1C (centres undefined),28%,4%,2%,-19%,-1%,12%,-9,22%,9%[2.29 µM]
CC(=O)c1ccc(NC(=S)Nc2cccc3cnccc23)cc1,3%,3%,-2%,-3%,-1%,30%[activator],-11,22µM*,-8%
CN1CCc2c(sc(NC(=O)c3ccc(S(=O)(=O)N4CCCC4)cc3)c2C(N)=O)C1,25%,0%,-2%,-24%,?,-14%,-15,11%,-5%
Cc1nnc(SCC(=O)N2CCCCC2)n1CC1CCCO1 (centres undefined),37%,2%,-6%,-11%,-1%,-1%,1,-8%,-2%
CCOc1ccc(C(=O)NCCN2CCOCC2)cc1,28%,-1%,-10%,-4%,-7%,2%,1,-3%[57.1 µM],-4%[57.1 µM]
CCCOCC1CC2(SC(=Nc3ccc(C)cc3)NC2=O)C(=O)O1 (centres undefined),-12%,7%,-9%,-21%,-1%,8%,5,1%,-1%
COC(=O)C1=CO[C@@H](O[C@@H]2O[C@H](CO)[C@@H](O)[C@H](O)[C@H]2O)[C@H]2[C@@H]1C(=O)C[C@@H]2C,38%,4%,i,-18%,1%,1%,4,6%[57.1 µM],-4%[57.1 µM]
CNC(=O)Cn1c(=O)c2cccn2c2ccc(F)cc21,29%,-15%,-3%,8%,-3%,-3%,3,15%,-3%
CCOc1ccc(-c2cc(-c3nc(-c4ccc(C)cc4)no3)[nH]n2)cc1,32%,13%,-2%,4%,1%,3%,-3,39%[activator][57.1 µM],6%[57.1 µM]
O=C1COc2ccc(-c3csc(NCC4CCCO4)n3)cc2N1 (centres undefined),0%,6%,6%,-16%,-2%,?,-7,28%,9%
O=C(CCCNS(=O)(=O)c1cccc2nsnc12)NCCN1CCN(c2ccccc2F)CC1,33%,-1%,4%,0%,-2%,3%,4,-7%,-7%

# Two entries from above, with two lines to a compound.
# The line under a structure holds: HP1b chromo inh, IDH1 R132H inh, PGK inhibitor, USP1 inh, Pin1 inh, GLS inh, PI4K2A inh, TrxR1 inh, TrxR1 substrate
> Cc1cc(C)c(C(=O)CC2(O)C(=O)Nc3ccccc32)cc1C (centres undefined)
→ 28%, 4%, 2%, -19%, -1%, 12%, -9, 22%, 9%[2.29 µM]
> CC(=O)c1ccc(NC(=S)Nc2cccc3cnccc23)cc1
→ 3%, 3%, -2%, -3%, -1%, 30%[activator], -11, 22µM*, -8%

# Other compounds.
SMILES,HP1b chromo inh,IDH1 R132H inh,PGK inhibitor,USP1 inh,Pin1 inh,GLS inh,PI4K2A inh,TrxR1 inh,TrxR1 substrate
Cc1cc(NC(=O)CSc2nc3c(c(=O)n2-c2ccccc2)SC(C)C3)no1 (centres undefined),78%[activator],2%,i,-16%,1%,0%,-6,-1%[57.1 µM],10%[57.1 µM]
CN(Cc1ccccc1)Cc1nc2scc(-c3ccccc3)c2c(=O)[nH]1,31%,10%,-5%,-26%,29%,-1%,-1,1%,-2%
Cc1ccc(-n2nc3c([n+]2[O-])CCc2c-3no[n+]2[O-])cc1,23%,1%,0%,-24%,?,19%,-1,20%,6%[0.457 µM]
O=C(O)c1ccccc1C(=O)NC1Cc2ccccc2C1,4%,-3%,-9%,-8%,-4%,11%,-6,16%,0%
COc1ccc(C(=O)NCC(=O)OCCOc2ccc(Cl)cc2)cc1OC,15%,2%,6%,-11%,-4%,9%,-1,8%,-1%
Cc1ccccc1CNC(=O)C(=O)NCC1OCCCN1S(=O)(=O)c1cccs1 (centres undefined),14%,-1%,-6%,-13%,7%,3%,0,9%,-8%
CC1=Nc2ccc(C)cc2/C1=C/c1c(N)n2nc(CC(=O)N3CCOCC3)sc2nc1=O,28%,-2%,-7%,?,10%,11%,3,31%,15%
COc1ccc(N2C(=O)CC(Nc3ccc(C(=O)O)cc3)C2=O)cc1OC (centres undefined),62%[activator],-5%,1%,-5%,1%,10%,-8,?,0%
CCOC(=O)N1CCc2c(sc3c2c(=O)n(CCc2ccccc2)c(=O)n3Cc2ccc(F)cc2)C1,38%,6%,i,-8%,-12%,-13%,-1,1%,-13%
Cc1nnsc1-c1c(C(=O)Oc2ccccc2)c(C)nn1-c1ccccc1,43%[activator],-18%,-8%,-10%,0%,-12%,5,13%,0%
CSc1nc2cc(S(=O)(=O)N3CCCCC3)ccc2s1,71%[activator],0%,0%,-14%,3%,-15%,3,-16%,-10%
CCOC(=O)CSc1nc2ccccc2c(=O)n1Cc1ccco1,20%,1%,-8%,1%,-4%,-3%,2,9%,1%
CCN(CC)S(=O)(=O)c1ccc(NC(=O)CN(c2cccc(F)c2)S(C)(=O)=O)cc1,9%,1%,-10%,-9%,?,2%,-10,-7%,-11%
O=C(NCCc1ccco1)C(=O)NCC1OCCCN1S(=O)(=O)c1ccccc1 (centres undefined),19%,1%,-9%,-9%,1%,2%,-3,-6%,-6%
O=C(NCCC1CC1(Cl)Cl)Nc1ccccc1 (centres undefined),21%,8%,i,-11%,-1%,0%,-3,23%[57.1 µM],-16%[57.1 µM]
C[C@@H](NC(=O)c1nc[nH]c1C(=O)N[C@@H](Cc1ccccc1)C(=O)OC(C)(C)C)c1ccccc1,15%,13%,0%,?,4%,1%,-2,41%[activator][57.1 µM],7%[57.1 µM]
Cc1ccc2nc(Cl)c3cc(C(=O)NCCCN4CCCC4)sc3c2c1,17%,-8%,7%,-17%,7%,3%,-1,18%,7%
Cc1ccc(NC(=O)COc2ccc(-c3nn(C)c(=O)c4ccccc34)cc2)cc1,16%,0%,-3%,-12%,2%,-1%,0,24%,5%
O=C(CN1C(=O)NC2(CCCCC2)C1=O)Nc1ccc2c(c1)CCC2,23%,-18%,2%,-15%,-2%,-9%,-2,-11%[57.1 µM],0%[57.1 µM]
OC(COc1cccc2ccccc12)CN1CCOCC1 (centres undefined),21%,2%,-1%,-3%,-4%,1%,1,27%[11.4 µM],9%[57.1 µM]
COc1ccc(OCC(=O)NC2CCCCCCC2)cc1,41%[activator],3%,-2%,-23%,1%,-4%,2,-4%,-5%
NS(=O)(=O)c1ccc2nc(NC(=O)COc3ccccc3)sc2c1,27%[57 µM],16%,-3%,5%,-3%,1%,2,10%[57.1 µM],4%[57.1 µM]
Cc1ccc(Nc2cc(-c3ccccc3)nc3ncnn23)cc1,8%,0%,i,1%,-1%,1%,2,3%[57.1 µM],5%[57.1 µM]
O=S(=O)(NCC(c1ccco1)N1CCc2ccccc2C1)c1ccc(F)cc1 (centres undefined),31%,-3%,-2%,-15%,1%,8%,1,-5%[57.1 µM],-9%[57.1 µM]
Cc1ccc(C(C)C)c(OCC(=O)Nc2ccc(-c3nc4ncccc4o3)cc2C)c1,45%[activator],3%,-1%,-16%,46%[activator],5%,-8,23%,11%
Cc1nc(CCNS(=O)(=O)c2cccs2)cs1,14%,8%,4%,5%,2%,3%,7,16%[57.1 µM],14%[57.1 µM]
O=C(NCCCN1CCCC1=O)c1cccc(C(F)(F)F)c1,18%,-4%,-5%,7%,5%,7%,6,-14%[57.1 µM],-3%[57.1 µM]
COC(=O)c1ccccc1NC(=O)C(=O)NCC1CCCO1 (centres undefined),42%[activator],6%,-10%,-9%,0%,0%,0,-14%,-9%
CCOC(=O)C1CCCN(S(=O)(=O)CCNC(=O)c2ccccc2)C1 (centres undefined),10%,-1%,-5%,4%,0%,5%,2,10%,-4%
O=C(/C=C/Nc1ccc(F)c(F)c1)c1cccs1,31%,6%,-10%,-13%,10%,-3%,-10,-2%,-12%
CC(=O)c1ccc(NC(=O)c2ccc(S(=O)(=O)N3CCCC3)cc2)cc1,30%,4%,i,-10%,-1%,-4%,-1,0%,-10%
Cc1ccc(C)c(Nc2ncnc3nc[nH]c23)c1,22%,5%,-3%,-16%,0%,-14%,-5,18%,0%
Cc1c(C(=O)NC2CCCCC2)sc2ncnc(N3CCN(c4ccccc4)CC3)c12,26%,-10%,-9%,-9%,4%,8%,8,43%[activator],11%
